Autophagy mod = modulators of autophagy; MEF GFP-LC3 puncta imaging; test concentration mostly 10 µM; calls only at 10 µM (by protocol); 0.98% of 190,000 active;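 active means percentage of spot-positive cells more than 3 SD above its plate mean, without a fluorescence outlier flag or 80% toxicity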;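 further: spot-positive cell cutoff set from DMSO-treated cells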
Insulin prom up = MIN6 insulin promoter up-regulation; MIN6 insulin promoter-GFP reporter, high-content imaging; active compounds read high; z-score at 5 µM; 0.3% of 190,000 active; AID 1625;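 active means z-score above 3 at 5 µM with at least 500 cells counted in the well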
NOD2 inhibition = NOD2 signaling inhibitors, cell-based, luminescence, uHTS, HEK293 (AID 1566); HEK293 NOD2/NF-kB luciferase reporter, luminescence; higher % means a stronger effect; one-dose inhibition, % at 4 µM; EC50 in µM for titrated hits; 0.63% of 290,000 active; in the data active means inhibition above about 50%; further: many of its hits are not listed in these tables
NOD1 NF-kB reporter = inhibition of NOD1-driven NF-kB reporter – cell-based, luminescence, uHTS, primary screen (AID 1578). NOD1-driven NF-kB luciferase reporter cells, luminescence; higher % means a stronger effect. inhibition, % at 4 µM, or EC50 in µM where a hit was titrated. 1% of 290,000 active; in the data active means inhibition mostly above about 36%, no sharp cut-off; inactive means mostly below about 34%;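 further: HEK-293T reporter cells stimulated with the NOD1 agonist gamma-tri-DAP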
MT stabilizer = microtubule stabilization, imaging screen. AID 2205. HeLa tubulin immunostaining HCS, 24 h; share of cells brighter than vehicle mean+2SD. % tubulin-high responders, % at 10 µM. 0.83% of 200,000 active;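 active means plate Z-score above 3 for both tubulin-high and condensed-nucleus cell shares, with cell loss under 80%, at 10 µM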;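 further: anti alpha tubulin signal scored within the nucleus-defined area of each cell; some results filed as inactive read as strong as hits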
Dynein transport = dynein cargo transport inhibition; 3617.4 mouse cells, GR-EGFP nuclear translocation imaging; test concentration mostly 20 µM; stimulated with dexamethasone, 1 µM; active compounds read low; z-score, hits read low; 0.47% of 220,000 active;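 active means plate z-score of nuclear minus cytoplasmic receptor signal below a set negative limit, without overly bright fluorescence or cell loss, cut at about -3.5 in these data, passing the limit was not always enough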;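 further: z-score of nuclear minus cytoplasmic ring GR-EGFP intensity difference per well; some compounds called inactive have numbers as strong as hits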
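Buffer or medium – tet-free medium with charcoal-stripped serum · Signal – automated 10x imaging of fixed Hoechst-stained cells · Also added – dexamethasone agonist, 1.0 µM final, for 30 min · Incubation – induction 48 h, compound 1 h, agonist 30 min · Read-out – GR-EGFP nuclear translocation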
Yfh1-off respiration = mitochondrial function rescue without frataxin homolog – Friedreich's ataxia, plus single-dose screen, dose response (AID 1465). S. cerevisiae Yfh1-off respiration, WST-1 reduction, 72 h; higher fold induction means a stronger effect. fold induction at 50 µM, or EC50 in µM where a hit was titrated. 0.074% of 220,000 active;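 active means fold induction of absorbance versus untreated yeast above a set limit, then at least 30% activation at any dose in follow-up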;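 further: activators that raise dye reduction in frataxin-depleted yeast; strong numbers were not always called active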
bCat nuc transl = modulators of beta-catenin nuclear translocation | HeLa beta-catenin nuclear translocation, immunofluorescence imaging | nuclear translocation activity, % at 5 µM | 0.3% of 190,000 active | AID 1665;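 active means nuclear translocation activity above 50% at 5 µM, with a well cell count of 50 or more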;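 further: per-cell ratio of nuclear to cytoplasmic median beta-catenin stain intensity; plate controls were DMSO negative control for no effect and GSK-3 inhibitor IX positive control for full effect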
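Test system: human HeLa cells, native beta-catenin. Compound dosing: 5 µM primary single dose, 0.1% DMSO, 0.02–20 µM confirmation series. Incubation: compound exposure 24 h at 37°C. Detection: beta-catenin immunostaining with DAPI counterstain, 20x imaging, 6 fields/well. Read-out basis: Nuclear/cytoplasmic beta-catenin signal ratio, % activation.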
P. falciparum M17LAP = P. falciparum M17LAP inhibitors, primary screen, biochemical, fluorogenic H-Leu-NHMec substrate, 1536-well (AID 1619). 0.38% of 220,000 active. inhibition, % at 30 µM, or IC50 in µM where a hit was titrated. recombinant M17LAP, H-Leu-NHMec fluorogenic kinetic assay; higher % means a stronger effect;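 active means compound inhibiting the enzyme by more than half at any dose during confirmatory dose-response retesting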;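 further: plate controls were full reaction with DMSO carrier for no effect and no enzyme background for full effect; strong numbers were not always called active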
Dynein transport cytoplasmic EGFP = further read-out of Dynein transport, marked with its call; z-score; measured here: cytoplasmic GR-EGFP intensity; active compounds read high
Dynein transport nuclear GR-EGFP = recorded beside Dynein transport, whose call it bears; z-score; measured here: nuclear GR-EGFP intensity;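 lower value marks the stronger effect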
Dynein transport cell count = further read-out of Dynein transport, marked with its call; z-score; measured here: cell count per field
Insulin prom up cell count = further read-out of Insulin prom up, marked with its call; cell count; measured here: cytotoxicity, nuclei count;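 total cells summed across four imaged fields per well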
bCat nuc transl cell count 5 µM = second read-out of bCat nuc transl, no call of its own (marks repeat the call); cell count; measured here: cell count, cytotoxicity flag
MT stabilizer Hoechst-high % = also measured in MT stabilizer; calls as there; % Hoechst-high responders; measured here: nuclear condensation Hoechst responders;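 share of cells brighter than vehicle mean plus two SD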
MT stabilizer cytotoxicity % = further read-out of MT stabilizer, marked with its call; toxicity, %; measured here: cytotoxicity by cell density;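 0% = mean cell density of plate MIN control wells and 100% = no cells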
Autophagy mod cell loss 18 h = further read-out of Autophagy mod, marked with its call; toxicity, %; measured here: cell loss, nuclei count;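 cell loss after 18 h compound exposure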
* marks the source's active call; other numbers are inactive results; i = inactive; · = not tested or not shown; + = active, no number.

SMILES	Autophagy mod	Autophagy mod cell loss 18 h	Insulin prom up	Insulin prom up cell count	NOD2 inhibition	NOD1 NF-kB reporter	MT stabilizer	MT stabilizer Hoechst-high %	MT stabilizer cytotoxicity %	Dynein transport	Dynein transport cytoplasmic EGFP	Dynein transport nuclear GR-EGFP	Dynein transport cell count	Yfh1-off respiration	bCat nuc transl	bCat nuc transl cell count 5 µM	P. falciparum M17LAP
CN(C)CCNC(=O)c1cc(Br)ccc1Cl	i	-6	-0.33	1489	16%	·	2.3	1.8	6.6	0.19	-0.32	0.22	-0.43	i	2.8	1389	0%
O=C(O)c1ccccc1C(=O)N1CCN(c2cccc(Cl)c2)CC1	i	-8	·	·	4%	-30%	4.0	2.5	6.0	0.063	-0.072	0.093	1.1	i	-0.6	554	-21%
Cc1nn(-c2cc(N3CCNCC3)ccc2[N+](=O)[O-])c(=O)c2ccccc12	i	-1	0.05	1139	1%	24%	4.0	1.3	1.2	-0.14	-0.19	0.24	-0.67	i	-2.2	1285	-50%
Cc1nnc2n1CCCCC2	·	·	0.45	1095	4%	-8%	·	·	·	-0.1	-0.28	0.6	-0.19	i	1.1	1386	7%
CCCCNC(=O)C1c2cc(OC)c(OC)cc2C(=O)N(C)C1c1ccc(OC)cc1 (stereo not given)	i	11	-0.57	1259	4%	-9%	4.1	1.0	2.6	0.84	-0.14	1.2	-0.85	i	-1.7	1122	-2%
O=C(NC(=S)Nc1cccc2cccnc12)c1cccs1	i	11	0.07	1609	-32%	-52%	2.4	1.2	1.1	0.25	-0.28	0.59	0.0073	i	1.2	1536	·
CCOc1ccc(NC(=O)C2CCCN(C)C2)cc1 (stereo not given)	·	·	-0.02	1476	-4%	-8%	·	·	·	1.1	-0.19	0.57	-0.14	i	-2.0	1226	6%
C/C=C/Cn1c(SCc2ccc(Cl)cc2)nc2c1c(=O)[nH]c(=O)n2C	i	8	-0.54	1289	3%	-7%	3.8	1.9	0.3	-0.51	-0.22	-0.16	-0.087	i	-5.2	957	-6%
COc1ccc(NC(=O)c2ccc(CN(c3cc(Cl)ccc3C)S(=O)(=O)c3ccccc3)cc2)cc1OC	i	-27	-0.51	1720	-36%	-16%	1.4	1.3	6.1	-0.47	-0.21	-0.49	0.91	i	-0.9	1042	1%
CC(=O)N(c1ccccc1)c1nc(C)cc(C)c1C#N	i	-8	0.37	1115	11%	-33%	2.9	1.6	3.3	-0.45	0.19	-0.4	0.073	i	-1.4	1153	10%
NC(=O)NC(CC(=O)NCCc1ccc(S(N)(=O)=O)cc1)c1ccc(Cl)cc1 (stereo not given)	·	·	-0.24	1097	23%	0%	·	·	·	-0.41	-0.09	-0.15	-0.033	i	-0.1	1253	-1%
O=c1[nH]c2ccc(Cl)cc2c(-c2ccccc2)c1N1CCOCC1	i	13	0.86	1653	21%	24%	2.7	2.6	8.8	-1.7	-0.079	-0.42	1.1	i	-1.5	1117	4%
Cc1occc1-c1nnc(SCC(=O)c2c(N)n(Cc3ccccc3)c(=O)n(C)c2=O)n1C	i	19	1.5	964	31%	3%	1.4	2.6	6.9	-0.39	-0.16	-0.32	0.82	i	-1.3	887	3%
CCCCNCC1C(Oc2ccc(Cl)cc2)C(=O)N1c1ccccc1C (stereo not given)	i	-4	-0.96	1204	-18%	-32%	1.7	2.6	8.3	-0.43	-0.22	-0.23	0.6	i	-3.4	1066	-12%
CCCCCNC(=O)C1CC=CCC1C(=O)O (stereo not given)	i	11	·	·	15%	-13%	2.8	1.9	5.3	-0.45	-0.18	0.15	-1.1	·	4.8	515	29%

SMILES	Autophagy mod	Autophagy mod cell loss 18 h	Insulin prom up	Insulin prom up cell count	NOD2 inhibition	NOD1 NF-kB reporter	MT stabilizer	MT stabilizer Hoechst-high %	MT stabilizer cytotoxicity %	Dynein transport	Dynein transport cytoplasmic EGFP	Dynein transport nuclear GR-EGFP	Dynein transport cell count	Yfh1-off respiration	bCat nuc transl	bCat nuc transl cell count 5 µM	P. falciparum M17LAP
CCc1ccccc1NC(=O)c1cc(C2CC2)on1	i	-4	-0.91	947	-22%	-9%	3.1	2.3	5.9	0.27	-0.12	0.29	-0.37	i	0.2	1226	5%
O=C(Cc1c[nH]c2ccccc12)N1CCc2ccccc21	i	4	·	·	-34%	-30%	2.8	2.3	7.5	1.3	-0.25	0.71	-0.52	·	·	·	-5%
COCCn1c(N)c(C(=S)NC(=O)c2cccs2)c(=O)[nH]c1=O	·	·	·	·	13%	-3%	·	·	·	2	-0.27	1.1	-1.2	i	-0.4	1343	3%
CCOc1cc(CNCC2CCCN2CC)cc(Cl)c1OC (stereo not given)	i	-7	·	·	2%	-26%	1.9	1.4	8.4	0.057	-0.21	-0.094	1.3	i	0.0	1580	24%
Cc1nc(CCNC(=O)c2cccs2)cs1	i	30	0.01	1152	0%	5%	2.6	2.5	6.3	0.24	-0.2	0.51	0.83	i	2.2	1161	8%
COc1ccc2nc(SCC(=O)Nc3ccccc3C#N)[nH]c2c1	i	-10	-0.74	1041	-3%	-30%	6.6	4.4	11	0.42	-0.17	0.5	-0.99	i	-5.7	1035	26%
Cc1nc(CN2CCCC2=NC#N)n(-c2ccccc2)n1	i	-43	0.95	1255	-10%	0%	2.1	3.7	20	-0.32	0.74	-0.065	0.3	i	·	·	-2%
O=C(N/N=C/c1ccccc1F)c1ccc(COc2ccccc2Cl)o1	i	1	1.3	1362	8%	9%	0.9	1.0	3.9	-0.34	-0.051	-0.17	0.58	i	-0.1	975	6%
CC(=O)/C(N=Nc1cc2c(c([N+](=O)[O-])c1C)C(C)(C)CC2(C)C)=C(\C)O	·	·	-0.46	1330	-3%	-2%	·	·	·	-0.18	-0.29	-0.08	0.58	i	-0.1	1110	7%
CC(C)(C)c1ccc(CS(=O)CC(O)CO)cc1 (stereo not given)	i	7	-0.4	1351	11%	0%	2.0	2.2	6.8	-0.64	-0.29	-0.67	0.57	i	-1.7	1016	17%
C/C(=N\OC(=O)NC(C)C)c1sc(-c2ccc(Cl)cc2)nc1C	i	-23	·	·	-132%	-22%	1.7	1.4	7.6	0.91	-0.068	0.58	-0.67	i	·	·	11%
CC(=O)Nc1ccccc1OC(C)C(=O)NC(C)c1ccc(F)cc1 (stereo not given)	i	-7	-0.09	1297	11%	-15%	3.2	4.2	3.2	-0.27	-0.32	-0.27	0.54	i	-1.2	923	-3%
Cc1ccc(-c2csc3nnc(SCC(=O)NCc4ccc5c(c4)OCO5)n23)cc1	i	1	0.29	1148	0%	-16%	3.2	1.7	11	-0.13	-0.19	-0.73	-0.0025	i	·	·	1%
CC(=O)c1nn(-c2cccc(Br)c2)cc1C(=O)c1ccco1	i	1	·	·	3%	-32%	2.0	2.1	8.9	-1.6	-0.17	-0.72	0.63	i	·	·	23%
COc1ccc(OCC(=O)N2N=C(C(F)F)CC2(O)C(F)F)cc1 (stereo not given)	i	-15	-0.24	1171	13%	6%	2.2	1.6	11	-0.31	-0.26	-0.25	0.87	i	0.7	471	-2%

SMILES	Autophagy mod	Autophagy mod cell loss 18 h	Insulin prom up	Insulin prom up cell count	NOD2 inhibition	NOD1 NF-kB reporter	MT stabilizer	MT stabilizer Hoechst-high %	MT stabilizer cytotoxicity %	Dynein transport	Dynein transport cytoplasmic EGFP	Dynein transport nuclear GR-EGFP	Dynein transport cell count	Yfh1-off respiration	bCat nuc transl	bCat nuc transl cell count 5 µM	P. falciparum M17LAP
Cc1cc(-c2ccccc2)c2c3c(c(-c4ccccc4)n2n1)c(=O)n(C)c(=O)n3C	+	3.3*	0.19	1428	-18%	23%	1.6	1.5	4.3	0.32	7.7	1.5	0.7	i	-3.1	1429	-9%
COc1ccc(N=Cc2c(O)n(-c3ccc(OC)cc3)c(=O)c3ccccc23)cc1	i	-1	0	1314	0%	-14%	2.8	2.6	10	0.11	-0.23	-0.22	0.68	i	·	·	-15%
Cc1cc(NC(=O)CSc2nnc3c(C)cc4cc5c(cc4n23)OCO5)no1	·	·	-0.37	1164	0%	6%	·	·	·	·	·	·	·	·	3.1	1172	·
CCCN(CC1CC1)C(=O)Nc1ccccc1C	i	-3	-0.38	1340	10%	-19%	3.8	2.2	4.9	-0.33	-0.2	-0.53	-0.64	i	·	·	-7%
OC(COCC1COc2ccccc2O1)CN1CCN(c2ccccc2F)CC1 (stereo not given)	i	-2	-0.83	1463	1%	19%	0.7	1.1	6.4	-0.38	-0.14	-0.38	0.42	i	5.9	1379	0%
Cc1cc2c(=O)n(Cc3ccco3)c(SCC(=O)c3ccc(Cl)s3)nc2s1	i	10	-9.7	670	28%	47%	1.4	1.3	1.8	0.98	-0.23	0.55	-0.56	i	·	·	36%

Compound activity as filed in PubChem BioAssay.

An excerpt; rates above refer to the full screens.
